# Glioma ERSR ind = ER stress response induction in glioma. U87-MG GRP78 promoter luciferase reporter, 16 h. Potency, µM, for inactives: at the highest dose activation, actives largely listed as activators. 420,000 compounds, 0.02% hits. AID 602332; also: potency is read from the fitted curve at half-maximal effect; series mostly up to about 76 µM; % of control where 0% means no effect; nearly all actives have a fitted effect of over 35% in size
#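 Stably transfected U87-MG human glioma cells carrying a GRP78-based luminescent sensor were seeded at 1000 cells/well, pin-dosed with compounds and incubated 16 h. Luciferase reagent was then added, and end-point luminescence was read after 10 min at room temperature.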
# D2 agonist = D2 dopamine receptor (human) agonism. P14416. activation, % at 2 µM. 340,000 compounds, 0.53% hits. HEK293 T-REx D2 cells, calcium flux agonist mode;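 active = activation over 3 SD above normal in the single-dose calcium agonist read, cut at about 30% in these data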; also: 0% is about no effect
# Target sequence (P14416 whole entry, looked up): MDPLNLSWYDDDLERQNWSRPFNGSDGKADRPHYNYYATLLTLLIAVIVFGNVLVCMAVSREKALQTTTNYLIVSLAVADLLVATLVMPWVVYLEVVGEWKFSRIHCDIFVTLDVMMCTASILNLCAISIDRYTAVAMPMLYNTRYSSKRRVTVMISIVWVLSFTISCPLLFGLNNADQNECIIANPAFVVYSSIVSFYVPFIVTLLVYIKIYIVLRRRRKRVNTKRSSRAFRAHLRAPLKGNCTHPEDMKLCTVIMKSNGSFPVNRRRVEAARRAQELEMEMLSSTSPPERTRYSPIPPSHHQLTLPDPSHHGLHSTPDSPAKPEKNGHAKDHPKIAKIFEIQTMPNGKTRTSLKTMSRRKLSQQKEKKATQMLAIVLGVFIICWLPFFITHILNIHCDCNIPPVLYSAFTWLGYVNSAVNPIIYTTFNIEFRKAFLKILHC
#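 Calcium-flux readout, 1 cycle/sec over 180 s following compound pin transfer, in inducible HEK293 Trex D2 cells (force-coupled); dopamine controls included. Positive calcium responses during this window marked compounds as potential agonists.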
# RGS4 inh = human RGS4 inhibition | P49798 | Transcreener GDP fluorescence polarization, RGS4-accelerated GTP hydrolysis | Potency, µM (series often up to 114 µM), for the others: at the highest dose activity change, negative = inhibition, most hits filed as inhibitors | 390,000 compounds, 0.039% hits; also: potency is read from the fitted curve at half-maximal effect; % is scaled to controls: 0 for no effect and ±100 for the full control effect; nearly all actives have a fitted effect of over 75% in size; some results filed as inactive show a strong effect at the top dose
# Target sequence (P49798 whole entry, looked up): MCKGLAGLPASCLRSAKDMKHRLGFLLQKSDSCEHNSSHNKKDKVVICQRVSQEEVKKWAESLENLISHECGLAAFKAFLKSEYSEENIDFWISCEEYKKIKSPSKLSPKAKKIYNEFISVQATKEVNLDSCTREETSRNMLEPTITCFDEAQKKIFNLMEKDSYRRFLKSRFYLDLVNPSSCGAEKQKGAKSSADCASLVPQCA
#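 MLSMR compounds (23 nl, pin-transferred) preincubated 10 min at room temperature with a 500nM (2x) first reagent, then RGS4 at 900nM (2x) plus Transcreener GDP mix added; fluorescence polarization (620/688 nm) read before and after 90 min at 30 °C.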
# ALOX12 inh = inhibitors of human 12S-lipoxygenase ALOX12 | P18054 | purified 12hLO, xylenol orange hydroperoxide absorbance | Potency, µM (doses to about 108 µM), without a hit: at the highest dose activity change, negative = inhibition, actives largely listed as inhibitors | 580,000 compounds, 1.1% hits | AID 1671190; also: potency is read from the fitted curve at half-maximal effect; % is scaled to controls: 0 for no effect and ±100 for the full control effect
#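 Purified human 12hLO at 150 nM in 25 mM Hepes, 0.01% Triton X-100, pH 7.0, preincubated 15 min at room temperature with compound. Reaction started with 40 uM arachidonic acid, 30 min at room temperature. Hydroperoxide measured by Fe-xylenol orange, 573/405 nm absorbance ratio.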
# LDHA block = inhibitors of human lactate dehydrogenase A. AID 1347041. activity change, % (values are at about 110 or 230 µM). 480,000 compounds, 0.15% hits. purified LDHA, NADH/diaphorase-resazurin fluorescence; stronger effect = lower value; in the data active = activity change below about -30%; inconclusive = mostly about -25% to -30%;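 also: plate controls were DMSO wells for no effect and wells without enzyme for full effect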
#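 Remaining NADH was detected by diaphorase (0.133 mg/mL) converting 37 µM resazurin to fluorescent resorufin, read at 0 and 20 minutes. The preceding 5-minute room-temperature reaction used 2 nM LDHA, 0.2 mM sodium pyruvate and 0.06 mM NADH at pH 7.4.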
# D2 antag = antagonists of human D2 dopamine receptor | HEK293 TREx D2 cells, calcium flux, dopamine EC80 | inhibition, % at 10 µM | 340,000 compounds, 2% hits | AID 485344; in the data active = inhibition above about 30%; also: 0% is about no effect
#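 Calcium mobilization kinetics were recorded at 1 s intervals in tetracycline-induced HEK293 T-REx D2 cells, first for 180 s after compound addition and then 180 s after EC80 dopamine.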
# Vif-APOBEC3G blk = blocks the Vif interaction with human APOBEC3G. Q9HC16. HeLa A3G-eYFP + Vif (tagged APOBEC3G with the HIV-1 protein that degrades it), YFP fluorescence, overnight. Potency, µM (top dose mostly 46.1 µM), inactives show at the highest dose activity, negative = active, usual class: inhibitors. 410,000 compounds, 0.076% hits;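 also: potency is read from the fitted curve at half-maximal effect; % is scaled to controls: 0 for no effect and ±100 for the full control effect; nearly all actives have a fitted effect of over 60% in size; hits raise eYFP signal because A3G escapes Vif-driven loss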
# Target sequence (Q9HC16 whole entry, looked up): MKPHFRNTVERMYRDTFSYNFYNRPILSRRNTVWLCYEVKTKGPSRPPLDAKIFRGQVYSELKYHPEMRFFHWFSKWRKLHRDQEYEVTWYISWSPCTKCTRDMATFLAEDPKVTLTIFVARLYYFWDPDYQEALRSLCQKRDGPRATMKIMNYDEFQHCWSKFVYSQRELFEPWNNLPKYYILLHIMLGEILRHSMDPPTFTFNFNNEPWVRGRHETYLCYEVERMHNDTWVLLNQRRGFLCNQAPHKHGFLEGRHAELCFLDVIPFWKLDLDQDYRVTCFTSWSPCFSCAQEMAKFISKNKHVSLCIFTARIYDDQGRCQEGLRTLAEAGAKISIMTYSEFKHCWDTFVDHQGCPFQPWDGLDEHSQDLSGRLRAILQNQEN
#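 Read-out is eYFP fluorescence (Ex 488/Em 500-530) from Vif-expressing HeLa A3G-eYFP cells; more signal means A3G escaped Vif-mediated degradation. Cells plated overnight, compound pinned in, incubated overnight at 37 deg C.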
# Vif-A3F inh = Vif-A3F binding inhibition. HeLa A3F-eYFP + Vif (tagged APOBEC3F with the HIV-1 protein that degrades it), YFP fluorescence increase. Potency, µM (series often up to 46.1 µM), inactives show top-dose activity, negative = active. 390,000 compounds, 0.2% hits; also: potency is read from the fitted curve at half-maximal effect; % of control where 0% means no effect; nearly all actives have a fitted effect of over 65% in size
#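 HeLa cells stably expressing A3F-eYFP plus Vif, plated and incubated overnight at 37 deg C, then exposed to compounds overnight at 37 deg C. Blocked degradation read as raised yellow fluorescence (Ex 488/Em 500-530).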
# ERG-DNA inh = ERG Ets/DNA interaction inhibition; P11308; fluorescence polarization, His-ERG Ets domain / labelled DNA; Potency, µM (doses to about 76.9 µM), inactives show at the highest dose FP activity, negative = inhibition, most hits filed as inhibitors; 370,000 compounds, 0.028% hits; AID 624246; active = well fitted inhibition curve with a large enough effect in the polarisation, with a control signal flat; inconclusive = small, poorly fitted or top-dose-only effect, or effect the other way, or a change in a side signal; inactive = no such curve, though single readings can be large or run the other way; the % refers to the polarisation;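 also: polarization taken with two DNA probes labelled with fluorescein and Texas red; potency is read from the fitted curve at half-maximal effect; % of control where 0% means no effect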
#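 His-tagged ERG Ets domain (1 uM in the protein solution; 300mM KCl, 50mM Tris-HCl, 1mM EDTA, 1mM DTT, pH 7.5) received compound, then a probe mix of 5 nM fluorescein-DNA and 100nM Texas-615-DNA. Fluorescence polarization was read for both dyes.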
# * = called active by the depositor; i = inactive; ? = inconclusive; . = no result given; & = joins results of further samples; [ ] = dose if it differs, or a comment. Unless noted, calls follow the shape of the dose curve; as a rule, active = well fitted curve in the direction sought with a large enough effect; inconclusive = small, poorly fitted or top-dose-only effect, or another doubt; inactive = no such curve, though single readings can be large; an effect the other way counts as inactive or inconclusive.
SMILES,Glioma ERSR ind,D2 agonist,RGS4 inh,ALOX12 inh,LDHA block,D2 antag,Vif-APOBEC3G blk,Vif-A3F inh,ERG-DNA inh
N=c1n(Cc2ccccc2)c2ccccc2n1CC(O)c1ccccc1 (stereo not drawn),-1.1%,-1.5,3.0%,-19.5%,2.9,3.3,0.3%,-7.0%,4.9%
Cc1onc(-c2ccccc2)c1C(=O)c1ccccc1,3.9%,-2.1,2.9%,1.1%,0.2,-14.2,-4.0%,9.1%,3.9%
CC(C)c1ccc(CNC(=O)C2CC(=O)N(C3CCCCC3)C2)cc1 (stereo not drawn),-5.2%,-0.9,-20.6%,11.7%,-6.6,9.4,1.0%,-0.1%,-4.4%
CC(=O)CS(=O)(=O)c1ccc(Oc2ccc(S(=O)(=O)CC(C)=O)cc2)cc1,-3.9%,-0.6,?,0.0%,-9.4,24.7,0.1%,1.3%,-5.3%
CS(=O)(=O)N(CC(=O)NC1CCCC1)c1ccc2c(c1)OCCO2,-1.9%,0.0,6.0%,20.0%,-2.2,-4.1,2.4%,3.0%,.
O=C(NC1CCCC1)c1sc(=S)n2c1[nH]c(=O)c1ccccc12,0.0%,4.4,-40.5%,?,7.7,8.8,-4.0%,-22.2%,9.4%
O=C(Nc1nc(-c2ccncc2)cs1)c1ccc(S(=O)(=O)N2CCOCC2)cc1,-0.7%,0.0,0.6%,2.8%,-4.5,-2.5,-6.9%,-5.3%,-2.8%
CC(C)c1cc(=O)n2[nH]c(SCc3ccccc3)nc2n1,3.5%,-0.7,10.3%[56.9 µM],4.8%,-1.7,-29.2,-12.4%,6.4%,-6.9%
COCCNC(=S)N1CCC(NC(=O)c2ccco2)CC1,-2.0%,0.8,-27.4%,13.8%,-7.5,2.5,-0.6%,2.9%,-0.2%
O=C(COc1ccccc1)Nc1nnc(S(=O)(=O)N2CCCCC2)s1,-3.0%,0.3,-26.4%,-4.7%,0.9,0.7,3.0%,2.1%,4.0%
CCOC(=O)CN1CC23C=CC(O2)C(C(=O)Nc2ccc4c(c2)OCO4)C3C1=O (stereo not drawn),1.7%,1.2,1.4%,-14.9%,3.7,5.7,0.0%,0.1%,-4.7%
O=C1c2ccccc2CN2C(=O)c3ccccc3CN12,-3.2%&0.6%,-0.1,-31.2%,i,-2.1,5.1,1.2%,-4.8%,-1.5%
Cc1ccc(N/N=C2\CS(=O)(=O)N(C)c3ccsc32)cc1,6.9%,-4.8,-47.0%,?,-0.5,10.3,-5.3%,-0.2%,19.0%
CCOCC(=O)Nc1nnc(C)s1,-2.5%,-0.7,-46.4%,?,7.6,-12.1,-1.3%,1.0%,13.0%
COc1ccc(C(c2c(O)ccc3ccccc23)N2CCOCC2)c(OC)c1 (stereo not drawn),-10.6%,-0.1,?,?,12.4,2.3,?,-23.7%,-1.1%
NC1=NS(=O)(=O)NC1c1ccc(F)cc1 (stereo not drawn),-0.3%,0.4,12.2%,17.8%,-2.3,-4.1,1.8%,6.6%,-6.1%
COc1cc([N+](=O)[O-])ccc1NC(=O)CSc1nnc(C)c(C)n1,-1.1%,.,6.3%,1.6%,-0.5,.,0.1%,13.9%,-0.7%
COc1ccc(NC(=O)c2ccc(COc3ccccc3)o2)c(OC)c1,-3.7%,0.5,10.5%,0.0%,2.1,-10.2,-0.2%,-3.2%,-0.4%
CNc1nn(-c2cccc(Cl)c2)nc1N,1.4%,0.1,-18.1%[11.4 µM],-14.3%,-3.6,11.2,-22.9%,-0.4%,-3.7%
O=C(COC(=O)Cc1cccc(F)c1)NC(=O)NC1CCCCC1,-3.2%,0.2,4.2%,-3.9%,2.9,-1.8,0.7%,-2.6%,-6.6%
O=C(NNC(=S)NCc1ccccc1)c1cccc([N+](=O)[O-])c1,12.3%,1.8,43.6%,-18.8%,-4.3,-10.0,3.6%,6.3%,-1.2%
Cc1c(C(=O)O)sc(S(=O)(=O)N2CCN(C(=O)Cc3ccc(Cl)cc3)CC2)c1C(=O)O,-5.4%,.,-6.7%,-5.2%,-6.0,.,-0.3%,-7.1%,20.1%
CCCNC(=O)N1C2=NC(C(=O)OC)=C(C(=O)OC)[C@@H]3N(Cc4ccccc4)c4ccccc4[C@]23C[C@H]1CO,-2.3%,.,3.4%,-37.1%,0.4,.,1.2%,0.9%,-4.5%
Cc1nn(C)c(C)c1S(=O)(=O)N(CC(=O)NCCc1ccccc1)c1ccc(C(C)C)cc1,-5.0%,-0.9,16.6%,-7.2%,0.5,.,3.9%,2.3%,-5.5%
Cc1cc(NC(=O)CSc2nnc(-c3ccc(S(=O)(=O)N4CCCC4)cc3)n2C)no1,-4.5%,0.1,-6.1%,1.2%,-1.5,-5.5,-0.7%,0.1%,.

# Gathered by group: the entries above containing a nitro group on carbon
SMILES,Glioma ERSR ind,D2 agonist,RGS4 inh,ALOX12 inh,LDHA block,D2 antag,Vif-APOBEC3G blk,Vif-A3F inh,ERG-DNA inh
COc1cc([N+](=O)[O-])ccc1NC(=O)CSc1nnc(C)c(C)n1,-1.1%,.,6.3%,1.6%,-0.5,.,0.1%,13.9%,-0.7%
O=C(NNC(=S)NCc1ccccc1)c1cccc([N+](=O)[O-])c1,12.3%,1.8,43.6%,-18.8%,-4.3,-10.0,3.6%,6.3%,-1.2%

# Additional entries.
SMILES,Glioma ERSR ind,D2 agonist,RGS4 inh,ALOX12 inh,LDHA block,D2 antag,Vif-APOBEC3G blk,Vif-A3F inh,ERG-DNA inh
COc1ccc(-n2nnnc2S(=O)(=O)CC(=O)N2CCCCC2)cc1,-13.1%,1.0,-35.0%,.,-6.5,-15.9,?,-2.5%,0.7%
Cc1cc(C)c(C)c(C(=O)c2ccccc2C(=O)O)c1C,-6.9%,0.5,-0.6%,0.4%,-1.3,-8.0,-0.6%,0.1%,-4.4%
Cn1c(=O)c2sccc2n2c(CCCC(=O)NCc3ccccc3)nnc12,0.4%,-0.4,12.4%,-20.1%,0.3,.,0.5%,-10.7%,-2.5%
Cc1c(O)ccc(/C=N/Nc2ncccc2[N+](=O)[O-])c1O,-5.1%,.,23.7%,0.0%,-5.0,.,0.9%,4.4%,1.9%
COc1cc(Cl)c(C)cc1NC(=O)CSc1sc2c(O)cc(=O)[nH]c2c1C#N,-7.6%,1.9,-17.7%,?,-1.3,-9.9,-4.3%,0.8%,16.3%
COc1ccc(CCNC(=O)c2ccc3c(c2)ncn3-c2ccc(C)cc2C)cc1OC,-5.3%,-0.9,-5.1%,-17.1%,7.2,.,4.7%,4.9%,4.9%
CC(C)c1ccc(OCC(=O)N(c2ccccn2)C2CCCCC2)cc1,3.9%,-1.6,-12.6%,2.2%,1.6,-23.3,-6.6%,4.6%,7.5%
CC1CN(S(=O)(=O)c2cccc(-c3cn4ccccc4n3)c2)CC(C)O1 (stereo not drawn),-2.1%,0.7,5.4%,9.7%,-1.1,-1.4,-1.8%,0.9%,.
CCc1nn(CCCC(=O)NCc2ccccc2C)c(=O)c2cc3occc3n12,-4.8%,0.4,-14.9%[11.4 µM],12.5%,0.4,8.3,0.1%,3.8%,-5.7%
O=C(NN=C1CCCCC1)NC1CCCCC1,-2.8%,0.7,-27.1%,-0.7%,-1.1,-15.1,-0.1%,-4.0%,-2.3%
Cc1ccc(S(C)(=O)=O)cc1C(=O)N1CC(C(N)=O)Oc2ccccc21 (stereo not drawn),-2.8%,0.7,-1.4%,30.3%[activator],-1.7,7.2,0.9%,1.5%,0.3%
CCCc1cc(=O)[nH]c(SCC(=O)Nc2ccc(OC)c(S(=O)(=O)N3CCCCC3)c2)n1,-2.9%,.,-17.5%,8.0%,-2.7,.,-0.2%,2.0%,6.9%
COc1ccccc1NC(=O)C1=C(C)Nc2nc(CCCO)nn2C1c1cccnc1 (stereo not drawn),-6.4%,3.6,23.5%,3.0%,-1.6,-5.6,0.6%,-2.3%,2.2%
CN(C)C(=S)NC(=O)C12CC3(C)CC(C)(CC(C)(C3)C1)C2,-0.5%,0.3,-8.8%,126.8%[activator],-5.8,2.0,-0.1%,-19.0%,4.0%
CN1CCc2c(sc(/N=C/c3cccs3)c2C(N)=O)C1,7.2%,1.0,?,.,6.4,2.5,-13.8%,-13.1%,5.0%
CCN(CC)CCNC(=O)c1ccc(NC(=O)c2ccc(-n3cncn3)c([N+](=O)[O-])c2)cc1,-4.9%,.,.,?,-11.6,.,-0.2%,0.4%,.
Cc1nc(NC(=O)/C=C/c2ccccc2)n[nH]1,-5.1%,-0.6,-6.1%,-0.5%,-9.8,13.6,-29.6%,1.3%,-1.6%
COc1cccc2cc(C(=O)N3CCC(C)CC3)c(=O)oc12,-2.0%,-0.4,-17.7%,?,3.8,5.3,0.4%,-2.2%,2.5%
CN(C)C/C=C/C(O)(c1ccccc1)c1ccccc1,-1.9%,.,3.4%,185.7%[activator],-6.5,.,1.4%,-17.3%,2.1%
CCn1c(SCC(=O)C(C)(C)C)nnc1-c1ccccc1OC,-5.2%,0.3,-3.0%,-20.6%,-3.4,-6.2,2.0%,1.4%,7.5%
CCCOc1ccc(N2C(=O)CC(N(CCc3ccc(OC)cc3)C(=O)c3ccccc3)C2=O)cc1 (stereo not drawn),-6.7%,0.2,-5.7%,0.0%,-1.0,-18.1,-25.6%,-3.0%,-7.9%
O=C(CN1C(=O)/C(=C/c2cccc(Br)c2)SC1=S)Nc1cccnc1,1.9%,-1.2,-38.9%,-13.4%,-3.0,-4.5,0.0%,-27.6%,?

# Only part of the results is shown; count on the stated rates, not on these rows.
